Bioassay records: PubChem, several laboratories
STAT1 activator: STAT1 signaling activators, primary screen, cell-based, HTS, luciferase reporter | activation (% of control), % at 5.5 µM | actives 2.6% (n = 200,000) | NIH 3T3 STAT1-luciferase reporter, IFN-gamma, luminescence; 100% = IFN-gamma alone, no compound;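 active = activation above the screen-wide mean activation plus 3 SD, cut at about 130% in these data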;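 note: raw ratio to IFN-gamma control signal so 100% means no change and 0% no light; values of inactives mirror those of a sister screen read the other way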
NF-kB neuron act: activators of NF-kB expression in neurons, primary screen, cell-based, HTS | fold change at 12.5 µM | actives 1.6% (n = 190,000) | human neuronal cells, NF-kB reporter expression; active compounds read high; in the data active = fold change above about 3.3
Efa HMGR inh: inhibitors of E. faecalis class II HMGR, primary screen, biochemical, Enterococcus faecalis; HMG-CoA reductase (Enterococcus faecalis, mvaE); purified E. faecalis HMGR, NADPH absorbance 340 nm kinetic; inhibition, % at 10 µM; actives 0.41% (n = 190,000); AID 1066, 2008;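 active = inhibition above a set limit, the median over all tested compounds plus 3 SD, cut at about 9.5% in these data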;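 note: enzyme runs in reverse so mevalonate oxidation gives rising NADPH absorbance; 0% = complete reaction with DMSO and 100% = background rate lacking mevalonate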
STAT3 inh: IL-6 driven STAT3 reporter inhibitors, primary screen, U3A cells, luciferase, luminescence, MLSCN library; IL-6 STAT3-luciferase reporter; host cell line lacks STAT1; inhibition, % at 5.5 µM; actives 0.89% (n = 190,000); AID 862, 2007;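 active = inhibition above the mean inhibition across all screened compounds plus 3 SD, cut at about 44% in these data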;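 note: 0% = DMSO only wells and 100% = 100 µM nifuroxazide control wells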
Hsp70 activator: Hsp70 transcriptional activators, primary screen, cell-based, HeLa, Hsp70 promoter luciferase, luminescence, 10 µM | HeLa Hsp70 promoter luciferase reporter; scaled: vehicle 0, proteasome-inhibitor control 100% | actives 0.04% (n = 200,000) | activation, % at 10 µM;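 active = activation above the mean across all tested compounds plus 3 SD, cutoff set per campaign, cut at about 5.5% in these data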;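 note: 100% = MG132 at 30 µM as the positive control and 0% = DMSO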
Redox H2O2 prof: compounds producing H2O2 with reducing agent – biochemical, NIH compound library profiling, artefact control for MLSCN library redox annotation, primary screen. DTT-dependent redox cycling H2O2, phenol red/HRP absorbance; 100% = 100 µM peroxide control, 0% = buffer. activation, % at 10 µM. actives 0.03% (n = 200,000);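 active = activation of at least 50% relative to the plate's high and low controls in the primary single-dose screen; inactive = activation below 50%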;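 note: compound incubated with DTT at 0.8 mM final as the reducing agent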
STAT1 blocker: STAT1 signaling inhibitors, primary screen, cell-based, HTS, luciferase reporter. actives 0.35% (n = 200,000). inhibition, % at 5.5 µM. NIH 3T3 STAT1-luciferase reporter, IFN-gamma, luminescence;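 active = inhibition above a set limit, the mean inhibition across all tested compounds plus 3 SD, cut at about 34% in these data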;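 note: 0% = IFN-gamma with DMSO and 100% = IFN-gamma with 300 µM nifuroxazide; values of inactives mirror those of a sister screen read the other way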
APP 5'UTR act: activators of APP 5'UTR luciferase reporter, primary screen, SH-SY5Y cells | SH-SY5Y APP 5'UTR luciferase reporter, luminescence; zero percent = DMSO vehicle wells | activation, % at 2 µM | actives 1% (n = 190,000);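 active = activation above a set limit, based on mean plus 3 SD of controls, cut at about 140% in these data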; note: values of inactives mirror those of a sister screen read the other way
TLR4 MyD88 comp: inhibitors of TLR4-MyD88 association in cells, primary screen, cell-based, HeLa CL3-4, BLA complementation, FRET ratio. Toll-like receptor 4 (Homo sapiens) + Myeloid differentiation primary response protein …. HeLa CL3-4 TLR4/MyD88 BLA complementation. inhibition, % at 8.4 µM. actives 0.18% (n = 200,000); in the data active = inhibition above about 25%;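 note: 0% = vehicle and 100% = reference inhibitor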
Target sequence (O00206 whole entry, looked up): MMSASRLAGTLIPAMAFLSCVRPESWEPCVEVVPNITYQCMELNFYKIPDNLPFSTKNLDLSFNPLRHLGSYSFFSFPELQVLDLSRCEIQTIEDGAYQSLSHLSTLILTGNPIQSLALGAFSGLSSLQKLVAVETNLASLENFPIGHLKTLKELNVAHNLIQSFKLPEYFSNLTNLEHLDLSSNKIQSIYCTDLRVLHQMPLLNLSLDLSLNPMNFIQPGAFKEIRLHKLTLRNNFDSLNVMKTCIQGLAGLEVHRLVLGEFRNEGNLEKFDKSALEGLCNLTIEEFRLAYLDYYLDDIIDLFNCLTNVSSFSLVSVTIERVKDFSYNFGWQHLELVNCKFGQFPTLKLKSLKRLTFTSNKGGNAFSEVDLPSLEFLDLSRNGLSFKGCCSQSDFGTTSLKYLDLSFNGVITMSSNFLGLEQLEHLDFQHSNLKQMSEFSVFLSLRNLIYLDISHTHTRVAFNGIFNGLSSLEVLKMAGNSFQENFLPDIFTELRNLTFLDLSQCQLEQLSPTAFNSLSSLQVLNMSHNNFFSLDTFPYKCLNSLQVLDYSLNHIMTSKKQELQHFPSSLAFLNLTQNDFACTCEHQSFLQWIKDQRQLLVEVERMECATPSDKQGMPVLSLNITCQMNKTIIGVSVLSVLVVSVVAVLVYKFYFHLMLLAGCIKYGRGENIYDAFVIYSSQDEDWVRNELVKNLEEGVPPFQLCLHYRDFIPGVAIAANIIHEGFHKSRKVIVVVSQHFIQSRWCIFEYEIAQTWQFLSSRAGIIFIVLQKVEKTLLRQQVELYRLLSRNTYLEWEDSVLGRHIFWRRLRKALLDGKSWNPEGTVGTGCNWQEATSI
Target sequence (Q99836 whole entry, looked up): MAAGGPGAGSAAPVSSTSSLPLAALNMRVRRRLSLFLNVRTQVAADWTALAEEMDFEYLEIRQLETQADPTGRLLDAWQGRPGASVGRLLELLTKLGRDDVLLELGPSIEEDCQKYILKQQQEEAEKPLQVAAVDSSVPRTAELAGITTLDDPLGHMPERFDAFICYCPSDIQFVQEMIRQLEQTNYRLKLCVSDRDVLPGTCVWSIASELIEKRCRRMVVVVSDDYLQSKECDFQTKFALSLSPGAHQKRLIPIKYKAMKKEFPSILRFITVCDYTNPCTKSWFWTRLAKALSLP
STAT3 act: IL-6 driven STAT3 reporter potentiators, primary screen, U3A cells, luciferase, luminescence, MLSCN library | IL-6 STAT3-luciferase reporter; 100% = signal with IL-6 EC80 alone | activation (% of control), % at 5.6 µM | actives 0.91% (n = 190,000) | AID 871, 2007;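 active = activation above the screen-wide mean of compound activation plus 3 SD, cut at about 130% in these data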;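 note: 0% = background luminescence of wells with medium and substrate only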
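Test system: human U3A cells carrying STAT3-luciferase construct; control set: IL-6-only wells as 100% reference; timing: compound pre-incubation 1 h before IL-6, then 6 h stimulation at 37 °C; also added: IL-6 stimulus at 33 ng/mL final; evaluation: % activation versus median of IL-6-stimulated wells; detection: reporter luminescence signal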
The depositor's hits bear a star; . = not tested or not shown.

SMILES	STAT1 activator	NF-kB neuron act	Efa HMGR inh	STAT3 inh	Hsp70 activator	Redox H2O2 prof	STAT1 blocker	APP 5'UTR act	TLR4 MyD88 comp	STAT3 act
C=CCc1ccc(OCCCCN2CC(C)CC(C)C2)c(OC)c1 (stereo not drawn)	98	1.1	-2	-3	-0.3	-0.3	0	-7	-7	108
O=C(CCS(=O)(=O)c1ccccc1)Nc1cccc(-c2nc3ccccc3s2)c1	114	3.7*	0	9	-0.1	0.0	-16	111	-12	91
CC12CCC(C(=O)NC3CCCC3)(CC1=O)C2(C)C (stereo not drawn)	98	0.99	-4	4	0.1	-0.5	2	-20	-1	98
COc1ccc(N2CCN(CCNC(=O)CCN3C(=O)COc4ccccc43)CC2)cc1	105	1.3	-8	7	0.0	0.1	-8	-2	3	98
Cc1nc(C)c(C(=O)C2=C(O)C(=O)N(CCN(C)C)C2c2ccccc2)s1 (stereo not drawn)	98	1	1	10	0.1	-0.6	2	13	-9	94
O=C(NC1CCCCCCC1)C1=COCCO1	99	1.4	1	8	-0.3	-2.3	2	-12	4	99
CC1CC(OCC(O)C[N+]2(C)CCOCC2)CC(C)(C)C1 (stereo not drawn)	93	1	-1	9	0.0	-0.3	9	-22	-3	96
Cc1csc(SCC(=O)NC(=O)NCc2ccccc2)n1	99	1.4	-11	1	-0.1	2.3	1	1	0	103
CCOc1ccc(S(=O)(=O)N2CCN(C(=S)NC3CC3)CC2)cc1	101	0.91	-1	8	-0.2	-2.4	-2	-19	2	95
Cc1noc2ncnc(Sc3ccccc3Cl)c12	97	3	1	4	-0.4	0.0	4	.	10	102
c1ccc(CCNc2ncnc3scc(C4COc5ccccc5O4)c23)cc1 (stereo not drawn)	91	0.49	0	10	0.2	0.2	10	2	-12	95
CCOC(=O)c1ccc2[nH]c3c(c2c1)CCCC3C(=O)OCC (stereo not drawn)	95	1.1	-1	19	0.1	2.2	6	-3	0	87
O=C(NCc1ccccn1)c1ccc(CS(=O)(=O)Cc2ccc(Cl)cc2)o1	106	1.1	-6	3	0.5	-1.0	-6	-2	-3	98
CNc1nc(Cl)nc(NC(C)(C)C)n1	100	0.97	0	-14	-0.5	-1.1	0	23	-5	114
CC12CN(Cc3ccccc3)CC(C)(CN(Cc3ccccc3)C1)C2=NO	104	1.1	-3	1	-0.3	-4.0	-5	-2	-8	106
CCCCCC(O)CCc1n[nH]c(=S)n1-c1ccccc1 (stereo not drawn)	97	0.95	1	11	-0.1	0.1	4	2	-5	96
C=CCn1c(SCc2c(C)noc2C)nc2ccccc2c1=O	102	3.4*	4	1	0.2	-0.1	-3	-95	7	103
O=S1(=O)CC(N2CCOCC2)c2ccccc21 (stereo not drawn)	98	1.2	0	8	0.0	2.4	2	-12	10	97
NNC(=O)COc1cccc(Oc2ccccc2)c1	93	1.1	-6	26	-0.1	-1.4	5	0	1	85
O=C(CN1C(=O)C2CC=CCC2C1=O)Nc1nnc(SCc2c(Cl)cccc2Cl)s1 (stereo not drawn)	105	1.1	-1	-1	-0.1	-1.4	-6	-13	4	106
Cc1ccc(NC(=O)c2ccc(OC(=O)COc3ccc(Cl)c(C)c3)cc2)cc1	140*	1.9	2	-4	0.1	0.2	-45	132	-7	101
O=C(Nc1ccc(N2CCN(C(=O)c3ccccc3)CC2)c(Cl)c1)c1ccc(Br)o1	106	0.41	-6	24	-0.4	0.2	-7	1	-6	85
c1cc(CNC23CC4CC(CC(C4)C2)C3)ccn1	101	1.1	-2	4	-0.3	-0.4	-3	16	4	99
COc1ccccc1CNc1ncnc2cc(Cl)ccc12	60	0.91	-2	-8	-0.3	-0.8	42*	-12	4	113
C=CCCCCCCCCC(=O)Nc1c[nH]c(=O)[nH]c1=O	100	0.98	-1	-1	-0.3	2.3	-1	9	-1	104
O=S(=O)(c1ccc2ccccc2c1)N1C=CC(C(F)(F)F)=NCC1	98	1.1	3	-5	-0.6	0.1	-1	-11	5	105
COc1ccc([N+](=O)[O-])cc1NC(=O)COC(=O)C=C(C)C	102	1.2	3	24	-0.2	-1.1	-3	18	-19	83
Cc1ccc(C)c(Cn2c(=O)n(CCCC(=O)NCc3ccco3)c(=O)c3ccccc32)c1	96	1.6	-4	1	-0.5	0.8	4	3	-7	102
COc1ccc(CCN2C(=O)C3CC=C(C)CC3C2=O)cc1OC (stereo not drawn)	103	1.1	-3	-1	0.0	1.1	0	46	2	104
CC(C(=O)N=Nc1c(O)n(C)c2ccc(Br)cc12)n1cnc2ccccc2c1=O (stereo not drawn)	104	1.1	-8	-22	-0.3	-1.3	-5	29	-1	121
O=C(Nc1cccc(F)c1)C1CCN(c2nnnn2-c2ccccc2)CC1	102	0.61	-1	24	-0.1	0.9	-2	-3	-8	87
CCc1cc(C(=O)OC)c(NC(=O)C2CC(=O)NN2Cc2ccccc2)s1 (stereo not drawn)	106	1.1	-4	14	0.1	-4.0	-7	-19	5	98
Cn1c(C(=O)N2CCCCCC2)cc2c(=O)n(C)c3ccccc3c21	107	0.79	-9	23	-0.2	-0.8	-8	-6	-7	87
Cc1ccccc1NS(=O)(=O)c1cccc(-c2nnc(-c3ccccc3)o2)c1	108	1.2	0	3	0.1	-0.8	-8	-7	3	100
CCN1CCN(CC(=O)n2c3c(c4ccccc42)CC(C)CC3)CC1 (stereo not drawn)	97	1.2	-12	12	-0.2	0.0	3	-6	5	92
O=C(O)CN(c1ccccn1)S(=O)(=O)c1ccccc1	104	1.1	1	3	-0.1	0.2	-4	1	10	101
c1ccc(Cc2nc3ccccc3n2Cc2ccccc2)cc1	99	0.93	-1	-17	-0.2	-3.5	1	-2	-2	120
NC(=O)C(c1ccc(Cl)cc1)c1ccc(Sc2ccccc2)nn1 (stereo not drawn)	97	1	0	-7	-0.4	0.2	3	-1	-2	111
Cn1c(=O)cc(OCCCC(=O)NCc2ccc3c(c2)OCO3)c2ccccc21	99	1.1	-11	17	-0.2	-3.7	1	5	-12	90
CCn1c(SCC(=O)Nc2cccc(C(C)=O)c2)nnc1C(C)C	90	1.2	-4	12	-0.1	-0.1	11	6	4	93
OCCN1CCN(Cc2cccc(Oc3ccc(Cl)cc3)c2)CC1	96	1.4	-13	3	0.3	2.1	4	4	14	102
COc1ccnc(Oc2cccc(C(F)(F)F)c2)c1C(=O)N/C=N/OCc1ccccc1F	96	0.86	-3	4	-0.3	-0.9	2	8	0	101
COc1ccc(C(c2nnnn2Cc2ccc(F)cc2)N2CCN(c3ccccc3)CC2)cc1 (stereo not drawn)	107	0.6	0	-4	0.2	2.7	-8	0	-3	106
COC(=O)Nc1ccc(S(=O)(=O)N(C)CC(F)(F)C(F)F)cc1	94	0.94	-1	10	0.2	0.5	4	-6	10	93
COC(=O)C1=C(C)NC(C)=C([N+](=O)[O-])C1c1ccccc1C(F)(F)F (stereo not drawn)	103	1.2	-5	11	-0.3	-0.2	-3	24	10	92
CC(C)N=C(NC#N)SCc1ccccc1F	100	1.1	-4	-6	-0.2	1.3	0	12	6	107
O=[N+]([O-])c1ccc(NC2CCCC2)cc1	105	0.95	-1	-1	-0.2	0.7	-6	-10	-3	101
COc1cc2cc(CN(CCCO)S(=O)(=O)c3ccccc3)c(=O)[nH]c2cc1OC	91	1.1	-3	9	0.0	-1.0	8	17	-1	96
Cc1ccccc1C(=O)c1cccn1CC(=O)N1CCCCCC1	94	0.9	-2	0	-0.1	-0.4	7	-5	19	104
Cc1ccc(OCC(=O)NC(=S)Nc2cccc(NC(=O)c3ccccc3)c2)cc1	89	1.1	2	9	-0.2	0.3	12	0	-4	96
Cn1cc(C2N3CC4(C)CN2CC(C)(C3)C4=O)c2ccccc21 (stereo not drawn)	83	1.2	0	13	-0.2	0.2	16	8	-16	94
COc1ccc(Nc2nc(N)nc(C(F)(F)F)n2)c(OC)c1	107	1.1	-9	10	-0.3	2.0	-7	-3	8	96
CCC(=O)NCCc1nc2ccccc2n1CC(=O)c1ccccc1	89	1.1	1	8	0.1	0.6	12	10	0	93
CCC(NC(=O)/C(=C\c1ccc2c(c1)OCO2)NC(C)=O)C(=O)O (stereo not drawn)	99	1.1	-2	8	-0.3	-1.2	1	-9	-10	92
COc1ccc(-c2nc(NC(=O)C3=NN(c4cccc(C)c4)C(=O)CC3)sc2C)cc1	100	1	-1	-1	-0.2	-0.3	-2	33	-1	106
O=C1CC(N2CCN(c3ncccn3)CC2)C(=O)N1CCc1ccccc1 (stereo not drawn)	96	1.1	1	13	0.1	-0.5	3	13	7	94
C=CCn1c(SCC(=O)N2CCN(c3ccc(F)cc3)CC2)nnc1-c1cccs1	93	0.95	3	39	-0.2	-3.4	7	0	-12	74
O=S(=O)(NCCc1ccc(F)cc1)c1cccc2cccnc12	102	0.96	-5	6	-0.5	-1.5	-3	27	-4	99
Cc1ccc(NC(=O)CSc2nn(-c3ccccc3)c(=S)s2)cc1S(=O)(=O)N(C)C	91	0.58	1	25	-0.3	-0.2	10	14	11	80
Cc1cc(C)n2nc(SCc3cc(=O)n4ccccc4n3)nc2n1	101	.	.	-4	0.1	-0.7	-1	9	-11	105

Three of the entries above in order of the NF-kB neuron act value, lowest first:
mol	NF-kB neuron act
C=CCn1c(SCC(=O)N2CCN(c3ccc(F)cc3)CC2)nnc1-c1cccs1	0.95
O=S(=O)(NCCc1ccc(F)cc1)c1cccc2cccnc12	0.96
CCC(=O)NCCc1nc2ccccc2n1CC(=O)c1ccccc1	1.1

Following part:
SMILES	STAT1 activator	NF-kB neuron act	Efa HMGR inh	STAT3 inh	Hsp70 activator	Redox H2O2 prof	STAT1 blocker	APP 5'UTR act	TLR4 MyD88 comp	STAT3 act
Cc1ccc(C(=O)NC(NC(=O)c2ccc(C)cc2)c2cccc([N+](=O)[O-])c2)cc1	108	0.99	-7	-2	-0.6	1.2	-9	6	-1	98
CCCc1cc2c(=O)n(NC(=O)c3nn(C)cc3[N+](=O)[O-])c(C)nc2s1	99	1.1	-9	1	-0.2	-0.1	1	-9	-6	102
O=C1CN(C(=O)COc2cccc(F)c2)c2ccccc2N1	100	0.91	1	4	-0.3	0.3	0	13	-4	96
COC(F)(C(=O)Nc1ccc2c(c1)C(=O)NC2=O)C(F)(F)F (stereo not drawn)	100	1.1	-6	6	-0.3	0.2	-1	5	2	98
Cc1ccccc1C(=O)Oc1cc(N)n(S(C)(=O)=O)n1	84	0.97	0	9	-0.2	-0.8	16	4	-4	96
CCCn1nnc2sc3c(c2c1=O)CCC(C)C3 (stereo not drawn)	112	1.9	-5	-9	-0.3	0.5	-13	6	1	106
